GLP-1R inv ag: qHTS of GLP-1 Receptor Inverse Agonists (Inhibition Mode); Potency, µM (highest dose often 38.3 µM), without a hit: at the top dose activity change, negative = inhibition, most hits filed as inhibitors; Glucagon-like peptide 1 receptor (Homo sapiens), P43220; HEK293 GLP-1R CRE-luciferase, luminescence, 24 h; GLP-1R form is constitutively active; 1.6% of 410,000 active; note: potency is the fitted concentration of half-maximal effect; % is set by controls: 0 for no effect and ±100 for the full control effect; nearly all actives have a fitted effect of over 55% in size
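Readout was luciferase luminescence, measured 12 min after detection reagent at room temperature. Beforehand, GLP-1R reporter HEK293 cells had sat 12 h, then received compounds for 24 hr at 37 deg C.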
FUS yeast rescue: qHTS for Suppressors of FUS Proteinopathy: Primary screen using FUS-linked yeast assay | 0.24% of 390,000 active | Potency, µM (titrated, usually from 76.6 µM), for inactives: at the top dose growth rescue (activation), most hits filed as activators | S. cerevisiae FUS-expressing, growth rescue, OD600, 24 h;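 note: potency is the fitted concentration of half-maximal effect; plate controls were DMSO vehicle for no effect and reference control for full effect; nearly all actives have a fitted effect of over 55% in size; some results filed as inactive show a strong effect at the top dose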
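Steps: raffinose overnight preculture; dilution to OD 0.005 in 2% galactose minimal medium; compound addition (concentration series); 24hr at 30C, 99% humidity; absorbance read at 600 nm.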
aSyn yeast inh: qHTS of alpha-syn Inhibitors | AID 652106, 2013 | 0.14% of 370,000 active | Yeast expressing alpha-synuclein, growth rescue, BacTiter-Glo, 24 h | Potency, µM (doses to about 46.1 µM), for inactives: at the highest dose growth rescue (activation), hits mostly activators; note: potency is the fitted concentration of half-maximal effect; % of control where 0% means no effect; nearly all actives have a fitted effect of over 65% in size
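Rescue of yeast growth: cells expressing toxic alpha-synuclein, induced in galactose at OD600 0.02, incubated with compound 24 h at 30 C. ATP luminescence quantified growth; inhibitors of toxicity appear as activators.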
Abeta yeast res: qHTS for compounds that reverse cellular toxicity of Amyloid beta (A-beta) peptide in yeast: Primary Screen | yeast expressing A-beta42, growth rescue, OD600, 48 h; response scale: 0% DMSO, 100% iron-clioquinol control | Potency, µM (series often up to 46.1 µM), for the others: at the highest dose growth rescue, actives largely listed as activators | 0.063% of 410,000 active; note: potency is the fitted concentration of half-maximal effect; nearly all actives have a fitted effect of over 55% in size
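Yeast growth medium received pinned compounds, then yeast cells expressing toxic A-beta were added; plates incubated at 30 C for 48 hr. Growth read as absorbance at 600 nm, normalized to DMSO and equimolar FeCl3 plus clioquinol controls.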
GLP1R ag: qHTS of GLP-1 Receptor Agonists | Glucagon-like peptide 1 receptor (Homo sapiens), P43220 | HEK293 GLP-1R CRE-luciferase, luminescence, 4-6 h; cells express a hypersensitive GLP-1R form | Potency, µM (highest dose often 45.6 µM), for the others: at the highest dose activation, most hits filed as activators | 0.007% of 380,000 active | AID 624172, 2012; note: potency is the fitted concentration of half-maximal effect; % of control where 0% means no effect
Akt phos inh: HTS Assay for Inhibitors of Akt Phophorylation: Primary Screen; Neuro2A IGF-stimulated pAkt S473 HTRF, 20 min; stronger effect = lower value; activity change, % for hits at 50 µM; 0.32% of 360,000 active; AID 651550, 2012; in the data active = activity change below about -80%; inconclusive = mostly about -51% to -80%; note: % is set by controls: 0 for no effect and ±100 for the full control effect
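Neuro2A cells (4,500/well, DMEM with 0.5% FBS) were treated with compound at a single 50 µM final concentration, stimulated with 6 nM IGF for 20 min at 37 °C, and lysed. Phospho-Akt Ser473 was read by HTRF as 665/615 ratio ×10^4.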
TDP43 rescue: qHTS of TDP-43 Inhibitors; TDP-43 expressing yeast growth rescue, BacTiter-Glo, 24 h; Potency, µM (highest dose often 46.1 µM), inactives show at the top dose growth rescue (activation), hits mostly activators; 1.8% of 410,000 active; AID 652104, 2013; note: potency is the fitted concentration of half-maximal effect; % of control where 0% means no effect; nearly all actives have a fitted effect of over 50% in size
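Cell-based yeast growth screen: TDP-43 expression induced in galactose, inoculum OD600=0.02 after raffinose pregrowth to mid-log. Read-out BacTiter-Glo luminescence at 24 hr, 30 deg C; inhibition of toxicity seen as signal increase.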
DRD3 antagonist: qHTS of D3 Dopamine Receptor Antagonist: qHTS; D(3) dopamine receptor (Homo sapiens), P35462; D3R cells, DiscoveRx beta-arrestin luminescence, antagonist mode; stronger effect = lower value; max response, negative = inhibition, %; 2.5% of 360,000 active; AID 652054, 2013; in the data active = max response below about -50%; inconclusive = no clear call, values can overlap the other calls; note: % is set by controls: 0 for no effect and ±100 for the full control effect; mostly tested at two doses, the higher about 12 µM
Target sequence (P35462 whole entry, looked up): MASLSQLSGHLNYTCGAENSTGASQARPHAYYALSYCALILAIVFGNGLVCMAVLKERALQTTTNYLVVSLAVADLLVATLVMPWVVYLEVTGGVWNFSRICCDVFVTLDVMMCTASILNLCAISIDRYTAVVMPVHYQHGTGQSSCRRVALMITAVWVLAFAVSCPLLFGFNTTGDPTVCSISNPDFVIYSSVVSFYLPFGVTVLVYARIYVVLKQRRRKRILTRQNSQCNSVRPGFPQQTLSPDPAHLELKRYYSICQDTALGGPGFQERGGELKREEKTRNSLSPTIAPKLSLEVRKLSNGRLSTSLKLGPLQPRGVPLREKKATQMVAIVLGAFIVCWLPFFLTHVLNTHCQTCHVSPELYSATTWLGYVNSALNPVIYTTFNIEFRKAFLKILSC
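Cells expressing the human receptor were seeded at 1500 cells/well, incubated overnight at 37 degrees C in 5% CO2, then exposed to library compounds with dopamine controls for 90 minutes at 37 degrees C before luminescent detection.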
PTHR1 agonist: qHTS for PTHR1 Agonists: Primary Screen | Parathyroid hormone/parathyroid hormone-related peptide receptor (Homo sapiens), Q03431 | HEK293 GP2 PTHR1 cells, GloSensor cAMP luminescence, 1 h | Potency, µM (highest dose often 115 µM), inactives show top-dose activation, actives largely listed as activators | 0.075% of 410,000 active; note: potency is the fitted concentration of half-maximal effect; nearly all actives have a fitted effect of over 55% in size; some results filed as inactive show a strong effect at the top dose; inactives centre near -15; many of its hits are not listed in these tables
Target sequence (Q03431 whole entry, looked up): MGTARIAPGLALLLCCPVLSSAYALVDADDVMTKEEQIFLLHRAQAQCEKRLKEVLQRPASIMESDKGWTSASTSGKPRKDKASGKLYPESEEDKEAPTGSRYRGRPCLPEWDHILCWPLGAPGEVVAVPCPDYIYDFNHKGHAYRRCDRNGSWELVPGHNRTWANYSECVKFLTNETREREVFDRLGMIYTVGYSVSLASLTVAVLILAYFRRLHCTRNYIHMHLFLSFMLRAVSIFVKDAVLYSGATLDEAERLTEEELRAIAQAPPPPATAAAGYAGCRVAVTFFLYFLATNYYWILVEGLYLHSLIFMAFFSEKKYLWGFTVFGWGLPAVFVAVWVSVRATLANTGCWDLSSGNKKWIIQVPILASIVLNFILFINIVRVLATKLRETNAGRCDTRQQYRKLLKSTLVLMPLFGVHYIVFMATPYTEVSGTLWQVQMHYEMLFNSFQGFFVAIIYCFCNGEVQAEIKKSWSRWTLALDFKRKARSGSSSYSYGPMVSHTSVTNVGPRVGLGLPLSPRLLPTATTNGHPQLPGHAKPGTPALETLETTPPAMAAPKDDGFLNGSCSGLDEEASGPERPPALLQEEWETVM
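HEK-293-derived GP2 cells expressing PTHR1 and a GloSensor cAMP reporter, 3,000/well, plated overnight, given luciferin plus IBMX (each 0.5 mM as added) for 1 h at 37 °C, then compound for 1 h at 37 °C. Luminescence was read after 15 min at room temperature.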
Numbers without * were called inactive; & = joins results of further samples; [ ] = remark or other dose. Unless noted, calls come from the whole dose curve; as a rule, active = well fitted curve in the direction sought with a large enough effect; inconclusive = small, poorly fitted or top-dose-only effect, or another doubt; inactive = no such curve, though single readings can be large; an effect the other way counts as inactive or inconclusive.

Screening CCCc1cc(=O)[nH]c(SCC(=O)Nc2ccc(Br)cc2)n1 returned GLP-1R inv ag 27%, FUS yeast rescue -15%, aSyn yeast inh 1%, Abeta yeast res -7%, GLP1R ag 8%, Akt phos inh inactive, TDP43 rescue -5%, DRD3 antagonist 6 and PTHR1 agonist inactive.
For COC(=O)c1sc(-c2ccc(Cl)cc2)cc1NC(=O)COCC(=O)O the results were GLP-1R inv ag 9%, FUS yeast rescue 41%, aSyn yeast inh -7%, Abeta yeast res -13%, GLP1R ag -1%, Akt phos inh inactive, TDP43 rescue 1%, DRD3 antagonist -15 and PTHR1 agonist -21%.
For Cc1ccc(OCC(=O)Nc2ccc(N3CCN(C(=O)c4ccco4)CC3)cc2)c(C)c1 the results were GLP-1R inv ag 7.9µM*, FUS yeast rescue 45%, aSyn yeast inh 22%, Abeta yeast res 6%, GLP1R ag 8%, Akt phos inh inactive, TDP43 rescue inconclusive, DRD3 antagonist 2 and PTHR1 agonist -60%[inhibitor].
For Cc1cccc(Nc2nc(NC(C)C)nc(Oc3ccc(=O)n(C)n3)n2)c1 the results were GLP-1R inv ag 6%, FUS yeast rescue 13%, aSyn yeast inh -5%, Abeta yeast res -20%, GLP1R ag 2%, Akt phos inh inactive, TDP43 rescue -13%, DRD3 antagonist -13 and PTHR1 agonist inactive.
O=S(=O)(Nc1cccc(-c2ccc(N3CCCCCC3)nn2)c1)c1ccccc1Cl was read as GLP-1R inv ag 5µM*, FUS yeast rescue inconclusive, aSyn yeast inh 3%, Abeta yeast res 11%, GLP1R ag 14%, Akt phos inh inactive, TDP43 rescue 5%, DRD3 antagonist inconclusive and PTHR1 agonist -25%.
`Cc1ccc(C)c(N2CCN(c3ccc(N4C(=O)COCC4=O)cc3[N+](=O)[O-])CC2)c1` gave GLP-1R inv ag 25%, FUS yeast rescue -5%, aSyn yeast inh 0%, Abeta yeast res 3%, GLP1R ag -7%, Akt phos inh inactive, TDP43 rescue 11%, DRD3 antagonist 0 and PTHR1 agonist inactive.
For O=C(NC1CCCC1)C(c1ccc(Cl)cc1)N1CCN(C2CCCCC2)CC1 (stereo unspecified) the results were GLP-1R inv ag -1%, FUS yeast rescue 2%, aSyn yeast inh 0%, Abeta yeast res 1%, GLP1R ag -3%, Akt phos inh inactive, TDP43 rescue -10%, DRD3 antagonist -6 and PTHR1 agonist -4%.
Screening Cc1ccc(S(=O)(=O)NCCN2CCOCC2)c(C)c1 returned GLP-1R inv ag -2%, FUS yeast rescue -11%, aSyn yeast inh 3%, Abeta yeast res 7%, GLP1R ag -5%, Akt phos inh inactive, TDP43 rescue 13%, DRD3 antagonist 22 and PTHR1 agonist -76%[inhibitor].
Screening COc1cc(NC(=O)C(C)N2CCN(C(=O)C3CC3)CC2)cc(OC)c1 (stereo unspecified) returned GLP-1R inv ag 9%, FUS yeast rescue 19%, aSyn yeast inh 8%[1.84 µM], Abeta yeast res -12%, GLP1R ag 3%, Akt phos inh inactive, TDP43 rescue -3%, DRD3 antagonist 3 and PTHR1 agonist inactive.
COc1ccc([N+](=O)[O-])c(OC)c1C(=O)NC(=O)Nc1c(F)cc(F)cc1F was read as GLP-1R inv ag 36%[activator], FUS yeast rescue 7%, aSyn yeast inh -3%, Abeta yeast res -11%, GLP1R ag 5%, Akt phos inh inactive, TDP43 rescue -28%, DRD3 antagonist -2 and PTHR1 agonist -8%.
For COc1ccc(CNC(=O)C(C)n2nc(C)n3c(cc4occc43)c2=O)cc1 (stereo unspecified) the results were GLP-1R inv ag -9%, FUS yeast rescue 7%, aSyn yeast inh 6%, Abeta yeast res 4%, GLP1R ag -1%, Akt phos inh inactive, TDP43 rescue 14%, DRD3 antagonist -2 and PTHR1 agonist inactive.
For CC(NC(=O)C(=O)N1CCOCC1)C(c1cccs1)N1CCN(c2ccccc2)CC1 (stereo unspecified) the results were GLP-1R inv ag -8%, FUS yeast rescue -13%, aSyn yeast inh -2%, Abeta yeast res 15%, GLP1R ag 0%, Akt phos inh inactive, TDP43 rescue -2%, DRD3 antagonist 10 and PTHR1 agonist inactive.
O=C(Nc1cccc(Cl)c1)c1ccc2c(c1)OCCO2 was read as GLP-1R inv ag inconclusive, FUS yeast rescue 0%, aSyn yeast inh -47%[inhibitor], Abeta yeast res -32%[inhibitor], GLP1R ag 14%, Akt phos inh inactive, TDP43 rescue -56%[inhibitor], DRD3 antagonist -22 and PTHR1 agonist -25%.
Screening COc1ccc(CCCNC(=O)C2CCC(=O)N(Cc3ccccc3F)C2)cc1 (stereo unspecified) returned GLP-1R inv ag -3%, FUS yeast rescue 17%, aSyn yeast inh 2%, Abeta yeast res 6%, GLP1R ag -1%, Akt phos inh inactive, TDP43 rescue 11%, DRD3 antagonist 14 and PTHR1 agonist inactive.
`COc1cc(NC(=O)Nc2nc(C(N)CCc3ccccc3)cs2)cc(OC)c1OC` (stereo unspecified) gave GLP-1R inv ag -20%, FUS yeast rescue inconclusive, aSyn yeast inh -7%, Abeta yeast res -10%, GLP1R ag -9%, Akt phos inh inactive, TDP43 rescue 24%, DRD3 antagonist 51 and PTHR1 agonist 7%.
Screening Cn1nc(-c2ccccc2)c(N2CCCCC2)cc1=O returned GLP-1R inv ag 27%, FUS yeast rescue -13%, aSyn yeast inh -24%, Abeta yeast res -50%[inhibitor], GLP1R ag 7%, Akt phos inh inactive, TDP43 rescue inconclusive, DRD3 antagonist 3 and PTHR1 agonist inactive.
For Cc1onc(-c2ccccc2)c1C(=O)N1CCN(S(=O)(=O)c2ccc(Cl)cc2)CC1 the results were GLP-1R inv ag 5%, FUS yeast rescue -9%, aSyn yeast inh 13%, Abeta yeast res -4%, GLP1R ag 7%, Akt phos inh inactive, TDP43 rescue -4%, DRD3 antagonist 1 and PTHR1 agonist -3%.
For COc1ccc(N(CC(=O)N2CCc3ccccc32)S(=O)(=O)c2c(C)n[nH]c2C)cc1 the results were GLP-1R inv ag 4%, FUS yeast rescue inconclusive, aSyn yeast inh 5%, Abeta yeast res 17%, GLP1R ag 1%, Akt phos inh inactive, TDP43 rescue 6%, DRD3 antagonist -4 and PTHR1 agonist -4%.
Screening COCCCNC(=O)C(=O)NCC(c1ccc2c(c1)OCO2)N1CCOCC1 (stereo unspecified) returned GLP-1R inv ag 5%, FUS yeast rescue -5%, Abeta yeast res -16%, TDP43 rescue 0% and PTHR1 agonist 9%.
For Cc1ccc(Nc2ccc(C(=O)O)cc2N)cc1 the results were GLP-1R inv ag 18%, FUS yeast rescue 18%, aSyn yeast inh 12%, Abeta yeast res -21%, GLP1R ag -5%, Akt phos inh inactive, TDP43 rescue inconclusive, DRD3 antagonist 0 and PTHR1 agonist -21%.
`CCN(CC)C(=O)Cn1cc(SCC(=O)Nc2ccccc2C)c2ccccc21` gave GLP-1R inv ag -9%, FUS yeast rescue 13%, Abeta yeast res 5%, TDP43 rescue 7% and PTHR1 agonist inactive.
O=C(COc1ccccc1)NC1CCCCC1 was read as GLP-1R inv ag 0%, aSyn yeast inh 0%, Abeta yeast res 7%, GLP1R ag -5%, Akt phos inh inactive, TDP43 rescue 3%, DRD3 antagonist -17 and PTHR1 agonist inactive.
Screening Cc1ccc(-c2ccc(=O)n(CC(=O)Nc3cccc(C#N)c3)n2)cc1 returned GLP-1R inv ag 4%, FUS yeast rescue 1%, Abeta yeast res 0%, TDP43 rescue 2% and PTHR1 agonist inactive.
For COc1ccccc1-c1c(C(F)(F)F)oc2cc(OCC(=O)Nc3ccccc3C(F)(F)F)ccc2c1=O the results were GLP-1R inv ag -8%, aSyn yeast inh -2%, Abeta yeast res 12%, GLP1R ag 0%, Akt phos inh inactive, TDP43 rescue 17%, DRD3 antagonist 8 and PTHR1 agonist -2%.
Screening CCCCCC(=O)Nc1cccc(C2=NOC3(C2)C[C@@H](C(N)=O)N(C(=O)c2cc([N+](=O)[O-])cc([N+](=O)[O-])c2C)C3)c1 (stereo partly specified) returned GLP-1R inv ag -21%, FUS yeast rescue inconclusive, aSyn yeast inh 3%, Abeta yeast res -10%, GLP1R ag -4%, Akt phos inh inactive, TDP43 rescue 22%, DRD3 antagonist -3 and PTHR1 agonist inactive.
`COC(=O)[C@H](C)N(Cc1ccc(Cl)c(Cl)c1)S(=O)(=O)CCN1CCN(c2ccccc2)CC1` gave GLP-1R inv ag -1%, FUS yeast rescue -6%, aSyn yeast inh 3%, Abeta yeast res 11%, GLP1R ag -2%, Akt phos inh inactive, TDP43 rescue -4%, DRD3 antagonist -71* and PTHR1 agonist inactive.
Screening COc1ccc(CCNC(=O)c2ccc(Cl)cc2)cc1 returned GLP-1R inv ag inconclusive, FUS yeast rescue 27%, aSyn yeast inh 1%, Abeta yeast res 10%, GLP1R ag -10%, Akt phos inh inactive, TDP43 rescue -17%, DRD3 antagonist -15 and PTHR1 agonist inactive.
CCOC(=O)c1c(S(=O)(=O)NCC(=O)NCc2cccc(C)c2)c(C)n(C)c1C was read as GLP-1R inv ag -13%&2%, FUS yeast rescue 3%&1%, aSyn yeast inh 3%, Abeta yeast res 19%&-2%, GLP1R ag 4%, Akt phos inh inactive, TDP43 rescue 5%&21%, DRD3 antagonist -1 and PTHR1 agonist inactive.
For COc1cccc(CNc2ncnc3ccc(-c4c(C)noc4C)cc23)c1 the results were FUS yeast rescue -24%, Abeta yeast res 9%, GLP1R ag 6% and PTHR1 agonist -29%.

Source: PubChem

These rows are one share of the data (hit frequency here may not be typical).
